Bioassay records deposited in PubChem by several laboratories.
RGS4-Gao reg = modulators of RGS4 binding to Galphao, primary screen, biochemical, multiplexed bead flow cytometry. AID 1415, 2008. Guanine nucleotide-binding protein G(o) subunit alpha (Homo sapiens), P09471. binding response (% of control), % at 10 µM. actives 0.33% (n = 220,000). actives lie on both sides; in the data active means binding response below about 49% or above about 150%; inactive means in between;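 further: fluorescent Galphao activated with aluminum fluoride binding bead-coupled RGS4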
Target sequence (P09471 whole entry, looked up): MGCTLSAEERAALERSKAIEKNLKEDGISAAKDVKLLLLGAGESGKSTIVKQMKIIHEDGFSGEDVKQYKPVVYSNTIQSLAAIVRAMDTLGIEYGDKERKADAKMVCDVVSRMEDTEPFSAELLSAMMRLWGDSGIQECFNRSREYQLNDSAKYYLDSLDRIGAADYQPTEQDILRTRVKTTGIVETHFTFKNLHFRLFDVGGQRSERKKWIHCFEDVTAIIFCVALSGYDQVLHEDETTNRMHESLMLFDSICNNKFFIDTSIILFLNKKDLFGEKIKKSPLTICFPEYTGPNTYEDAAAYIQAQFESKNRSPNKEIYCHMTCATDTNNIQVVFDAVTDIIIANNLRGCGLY
Pf gamet viab = late stage P. falciparum gametocyte viability inhibitors, primary screen, ATP luminescence, HTS; actives 0.065% (n = 150,000); inhibition, % at 10.9 µM; AID 743093, 2013; P. falciparum stage V gametocytes, 24 h;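 active means inhibition above the mean plus 3 SD of compounds within the control limits, set per campaign, cut at about 38% in these data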;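 further: 0% = DMSO wells and 100% = medium only without gametocytes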
ABCB1 inh = ABCB1 efflux pump inhibitors, primary screen, cell-based, multiplex, flow cytometry, ABCG2 counter-screen | inhibition, % at 6.6 µM | AID 1326, 2008 | ATP-dependent translocase ABCB1 (Homo sapiens), P08183 | actives 0.067% (n = 190,000) | CCRF-Adr cells, JC-1 efflux; in the data active means inhibition above about 40%;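 further: 0% = vehicle and 100% = reference inhibitor; higher value means more JC-1 retained so stronger ABCB1 efflux block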
Mcl1 Bid PPI = Mcl-1/Bid binding inhibitors, primary screen, biochemical, TR-FRET, 1536-well. TR-FRET Mcl-1/Bid-Dy647 peptide binding. AID 1021, 2008. actives 0.97% (n = 220,000). inhibition, % at 21.7 µM. Induced myeloid leukemia cell differentiation protein Mcl-1 (Homo sapiens), Q07820;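 active means compounds that cut the binding signal by more than half at the single screening dose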;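 further: His-tagged Mcl-1 with europium anti-His antibody binding Bid BH3 peptide; 0% = Mcl-1 plus peptide wells and 100% = peptide-only wells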
Mcl1 Noxa PPI = Mcl-1/Noxa binding inhibitors, primary screen, biochemical, TR-FRET, 1536-well | AID 1022, 2008 | actives 1.5% (n = 220,000) | TR-FRET Mcl-1/Noxa peptide binding, 2 h | Induced myeloid leukemia cell differentiation protein Mcl-1 (Homo sapiens), Q07820 | inhibition, % at 21.7 µM;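 active means compounds that cut the protein-peptide binding signal by more than 50% relative to plate controls in a single-dose test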;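 further: His-tagged Mcl-1 with rhodamine Noxa BH3 peptide and terbium anti-His antibody; 0% = Mcl-1 plus Noxa peptide wells and 100% = peptide-only wells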
Bim-Mcl-1 = inhibitors of Bim peptide binding to Mcl-1, primary screen, biochemical, bead-based flow cytometry, multiplex. Induced myeloid leukemia cell differentiation protein Mcl-1 (Homo sapiens), Q07820. Bim peptide-Mcl-1 binding. inhibition, % at 10 µM. actives 0.1% (n = 190,000); in the data active means inhibition above about 40%;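 further: 0% = no compound tracer wells and 100% = peptide blocker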
RGS7-Gao = RGS7-Galphao binding modulators, primary screen, biochemical, multiplexed bead flow cytometry | Guanine nucleotide-binding protein G(o) subunit alpha (Homo sapiens), P09471 | actives lie on both sides | binding response (% of control), % at 10 µM | actives 0.35% (n = 220,000); in the data active means binding response below about 49% or above about 150%; inconclusive means no clear call, values can overlap the other calls; inactive means in between;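 further: fluorescent Galphao held in activated GDP-AlF4 state binding bead-coupled RGS7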
RGS8-Gao = RGS8-Galphao binding modulators, primary screen, biochemical, multiplexed bead flow cytometry; actives lie on both sides; response (percent of control binding), % at 10 µM; actives 0.34% (n = 220,000); in the data active means response below about 60% or above about 140%; inactive means in between;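 further: Galphao activated as the GDP aluminium fluoride complex binding bead-coupled RGS8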
ABCG2 inh = ABCG2 efflux pump inhibitors, primary screen, multiplex with ABCB1, IgMXP3 cells, flow cytometry; JC-1 efflux; actives 0.1% (n = 190,000); AID 1325, 2008; inhibition, % at 6.6 µM; Broad substrate specificity ATP-binding cassette transporter ABCG2 (Homo sapiens), Q9UNQ0;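 active means inhibition above 80%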;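 further: 0% = DMSO and 100% = nicardipine control wells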
Target sequence (Q9UNQ0 whole entry, looked up): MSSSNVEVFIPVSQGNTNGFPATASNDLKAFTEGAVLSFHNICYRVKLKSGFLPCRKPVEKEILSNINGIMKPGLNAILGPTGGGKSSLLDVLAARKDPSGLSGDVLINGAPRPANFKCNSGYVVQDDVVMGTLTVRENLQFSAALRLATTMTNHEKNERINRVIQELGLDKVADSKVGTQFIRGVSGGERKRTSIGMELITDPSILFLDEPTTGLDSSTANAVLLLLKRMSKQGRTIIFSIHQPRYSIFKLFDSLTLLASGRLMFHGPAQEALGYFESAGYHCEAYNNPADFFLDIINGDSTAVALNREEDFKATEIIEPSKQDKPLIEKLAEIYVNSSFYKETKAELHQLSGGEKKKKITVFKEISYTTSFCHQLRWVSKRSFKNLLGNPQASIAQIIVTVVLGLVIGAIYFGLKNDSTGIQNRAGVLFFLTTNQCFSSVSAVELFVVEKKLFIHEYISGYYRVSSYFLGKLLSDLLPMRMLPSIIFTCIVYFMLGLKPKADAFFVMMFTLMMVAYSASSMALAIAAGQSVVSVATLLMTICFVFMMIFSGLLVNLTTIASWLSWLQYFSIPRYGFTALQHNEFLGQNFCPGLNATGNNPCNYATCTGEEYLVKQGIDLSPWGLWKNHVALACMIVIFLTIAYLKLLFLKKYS
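Test system: IgMXP3 cells (ABCG2) mixed with DDAO far-red-labelled CCRF-Adr cells (ABCB1). Reagent: JC-1 transporter substrate. Compound dosing: single test compound dose, 6.6 µM final. Times: 10 min compound exposure, 25 °C. Detection: flow cytometry of retained JC-1 fluorescence. Read-out basis: efflux inhibition in percent versus controls. Controls: nicardipine and DMSO wells.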
Avidin bead fluor = green autofluorescence of compounds with avidin beads – biophysical, 488/530 nm, flow cytometry, artefact control, profiling panel. compound fluorescence 488/530 nm; hits give high values. fluorescence (KMESF) at 10 µM. actives 0.38% (n = 220,000); in the data active means fluorescence above about 47; further: inactives centre near 10
GSH fluor = compound fluorescence on glutathione beads, profiling panel, artefact control, biophysical, 488/530 nm, flow cytometry | GSH beads flow cytometry, compound fluorescence 488/530 nm; hits give high values | fluorescence (KMESF) at 10 µM | actives 0.25% (n = 190,000) | AID 1776, 2009; in the data active means fluorescence above about 89;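 further: glutathione beads carrying GST-tagged Bcl family fusion proteins plus one bare bead set; values are compound well signal with DMSO vehicle wells as background; inactives centre near 16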
* hit, by the source's call; ? = inconclusive; nt = not tested or not shown. An unsorted share of the library; 3.3% or so of the library scored in one or more.

SMILES	RGS4-Gao reg	Pf gamet viab	ABCB1 inh	Mcl1 Bid PPI	Mcl1 Noxa PPI	Bim-Mcl-1	RGS7-Gao	RGS8-Gao	ABCG2 inh	Avidin bead fluor	GSH fluor
Cc1ccc(NC(=O)NC(=O)CSc2nnc(-c3ccc(Cl)cc3Cl)n2N)c(C)c1	100	6	0.3	11	5	-5	102	99	4	13	18
COC(=O)c1sc(S(=O)(=O)Nc2ccc3cn[nH]c3c2)c(C(=O)OC)c1C	101	nt	0.3	-13	15	-1	98	101	0	18	33
O=C(NC1CCC(NC(=O)C2CCCO2)CC1)C1CCCO1 (centres undefined)	99	nt	1.6	-25	2	-2	113	102	4	12	12
Cc1ccc(/C=N/NC(=O)Cn2nc(C)c([N+](=O)[O-])c2C)o1	100	8	nt	-33	17	nt	?	100	nt	5	nt
COc1cc(C(=O)NC(=S)Nc2ccc3c(c2)OCO3)cc(OC)c1OC	110	6	nt	-16	-3	nt	?	104	nt	7	nt
O=C(c1ccccc1)N1CCN(C(=O)c2ccccc2)C1c1ccccc1	106	-14	-0.1	-2	2	0	102	102	0	5	54
Nc1cnc(-c2ccccc2)nc1Cl	97	8	0.2	-15	2	-3	99	102	1	2	6
O=C(N/N=C/c1cccc(OC2CSC2)c1)c1ccccc1O	102	7	-0.3	-3	14	-2	102	102	-1	37	15
Cc1cc2cc(C(c3nnnn3Cc3ccco3)N3CCc4ccccc43)c(=O)[nH]c2cc1C (centres undefined)	98	nt	-1.9	-4	0	-1	95	96	-3	6	38
CCOC(=O)c1nc(SC)n(C)c1C(=O)OCC	94	nt	nt	-8	14	nt	?	96	nt	7	nt
CC(C)c1nc(-c2c(N)n(C)c(=O)n(C)c2=O)sc1C(=O)C(C)(C)C	100	nt	1.4	12	-9	-2	98	98	4	10	12
CCCCCOC(=O)C1C(c2ccccc2)C(C(=O)O)C1c1ccccc1 (centres undefined)	101	2	0.7	17	2	-2	101	103	11	3	26
Cc1ccccc1NC(=O)N1CCCC(c2nc(-c3ccc(F)cc3)no2)C1 (centres undefined)	102	nt	1.2	-13	6	0	106	108	4	19	12
COc1ccc(CCn2c(C)cc(C(=O)CCl)c2C)cc1OC	102	4	0.8	-49	20	3	103	103	13	20	9
CC(=O)Nc1ccc(/C=N/NC(=O)c2cccs2)cc1	99	-28	1.0	2	21	2	100	100	10	10	16
O=C(Nc1ncccc1Cl)c1cccc(F)c1	105	6	-0.1	-26	11	1	105	102	0	13	9
O=C1C2=C(SCCS2)C(=O)N1c1ccccc1	103	nt	1.3	-33	22	0	101	104	20	16	29
COC(=O)c1[nH]c2cccc(OC)c2c1NC(=O)CN1CCC(C(N)=O)(N2CCCCC2)CC1	102	nt	-0.4	-15	-4	-6	104	103	-2	19	25
COc1ccc(OCCSc2nnc(-c3ccc(OC)cc3)n2N)cc1	107	nt	-0.1	-55	-9	-3	103	103	6	9	46
Cc1nc(N2CCN(c3ccccc3)CC2)[nH]c(=O)c1Cc1ccccc1	96	-17	-0.3	-16	-11	0	99	99	-1	11	24
COc1ccc(N2C(=O)C3[C@@H](C2=O)C2(Cl)C(Cl)=C(Cl)C3(Cl)C2(OC)OC)cc1 (some centres undefined)	104	-27	0.7	3	5	-1	105	104	23	10	13
CN1C(=O)CC(N2CCN(c3ncccn3)CC2)C1=O (centres undefined)	103	5	0.1	-6	-13	-3	101	102	0	37	21
CC(C)=C1C2CCC1C(C(=O)NCCc1ccccc1)C2C(=O)O (centres undefined)	105	nt	0.0	3	-13	-4	102	99	-1	4	11
Nc1nc(NCc2ccco2)nc(N2CCCCC2)c1[N+](=O)[O-]	102	nt	0.7	-38	8	-2	106	98	17	15	13
Cc1nc2ccccc2c2oc(C(=O)NC3CC3)cc12	100	nt	0.5	-2	3	4	102	105	1	7	13

Arranged by SMILES length (high to low): part of the list above.
SMILES	RGS4-Gao reg	Pf gamet viab	ABCB1 inh	Mcl1 Bid PPI	Mcl1 Noxa PPI	Bim-Mcl-1	RGS7-Gao	RGS8-Gao	ABCG2 inh	Avidin bead fluor	GSH fluor
Cc1ccc(NC(=O)NC(=O)CSc2nnc(-c3ccc(Cl)cc3Cl)n2N)c(C)c1	100	6	0.3	11	5	-5	102	99	4	13	18
CC(C)c1nc(-c2c(N)n(C)c(=O)n(C)c2=O)sc1C(=O)C(C)(C)C	100	nt	1.4	12	-9	-2	98	98	4	10	12
Cc1ccc(/C=N/NC(=O)Cn2nc(C)c([N+](=O)[O-])c2C)o1	100	8	nt	-33	17	nt	?	100	nt	5	nt
O=C(c1ccccc1)N1CCN(C(=O)c2ccccc2)C1c1ccccc1	106	-14	-0.1	-2	2	0	102	102	0	5	54
CN1C(=O)CC(N2CCN(c3ncccn3)CC2)C1=O (centres undefined)	103	5	0.1	-6	-13	-3	101	102	0	37	21
Cc1nc2ccccc2c2oc(C(=O)NC3CC3)cc12	100	nt	0.5	-2	3	4	102	105	1	7	13
O=C(Nc1ncccc1Cl)c1cccc(F)c1	105	6	-0.1	-26	11	1	105	102	0	13	9

Other entries.
SMILES	RGS4-Gao reg	Pf gamet viab	ABCB1 inh	Mcl1 Bid PPI	Mcl1 Noxa PPI	Bim-Mcl-1	RGS7-Gao	RGS8-Gao	ABCG2 inh	Avidin bead fluor	GSH fluor
CCC(CC)C(=O)NCCCN1CCOCC1	100	-11	-0.1	-24	-13	0	101	102	0	12	19
CCn1c(C)nc2cc(C(=O)N/N=C(\C)c3ccc(OC)cc3O)ccc21	89	-10	-0.7	-24	18	2	?	92	-2	9	12
Cc1ccc(NC2=CC(=O)OC(C)C2)cc1 (centres undefined)	102	nt	0.3	-21	-6	3	104	101	1	9	8
O=C(Nc1ccc(Cl)cc1)c1sccc1-n1cccc1	102	7	0.7	-24	5	0	106	102	12	9	14
COc1ccccc1C(=O)Nc1ccc2c(c1)nc(CCNC(C)=O)n2C	119	nt	0.2	-26	13	-4	116	127	3	3	24
Cc1ccc(S(=O)(=O)N2CC=C(C(=O)NC3CC3)CC2)cc1	92	1	nt	-8	3	nt	?	98	nt	5	nt
Cc1cccc(Oc2ncc(-c3ccc(Cl)cc3)cn2)c1C	102	3	0.7	-17	-5	0	104	105	16	9	15
CCCCN(C)C(=O)c1ccc(S(=O)(=O)N2CCOCC2)cc1	105	-25	0.2	3	2	0	102	104	0	7	69
CCNC(=O)Nn1c(-c2ccccc2)nc2ccccc2c1=O	101	20	0.5	-6	1	2	100	101	3	12	76
Cn1c(N)cc(-c2ccc(F)cc2)c(C#N)c1=O	106	1	-0.1	-8	3	0	100	108	0	11	16
Cc1ccc(NC(=O)COC(=O)CN2C(=O)NC(C)(C)C2=O)cc1S(=O)(=O)N1CCOCC1	98	-1	-0.5	-18	-21	0	98	104	-1	27	11
Cc1c(Cl)cccc1NC(=S)N1CCN(S(=O)(=O)c2cccs2)CC1	102	16	1.0	-47	15	-1	102	102	4	11	13
CCc1ccc2[nH]c(=O)c(CN(CCN(C)C)C(=O)Nc3ccccc3OC)cc2c1	104	nt	0.2	-6	7	-2	101	101	1	36	13
CCOC(=O)c1cnn2c(C(F)F)cc(C3CC3)nc12	100	nt	0.1	-18	-3	0	101	100	1	4	43
CCOC(=O)N1CCN(c2ccc(C(F)(F)F)cn2)CC1	102	5	0.2	-11	6	-2	108	103	1	6	10
O=C(O)C1C2C=CC(C3CC23)C1C(=O)O (centres undefined)	101	nt	0.2	-15	-13	-2	100	90	0	4	14
CCN(CC)S(=O)(=O)c1ccc(/C(O)=C(\C#N)c2nc3ccccc3n2C)cc1	99	nt	0.7	14	-4	1	98	100	2	9	4
COc1cccc(C2/C(=C(/O)c3ccc(C)cc3)C(=O)C(=O)N2Cc2ccco2)c1 (centres undefined)	99	nt	-0.3	-86	22	-2	95	99	-1	4	12
COc1cc2c(cc1OC)[C@H](C)N(C(=S)Nc1ccc(F)cc1)CC2	104	13	nt	-26	-5	nt	?	101	nt	6	nt
Cc1ccc(NC(=O)N/C=C/c2ccccc2)cc1	102	-18	-0.1	-23	-8	-1	103	103	0	35	12
N#C/C(=C\c1ccc(-c2nc3ccccc3s2)o1)C(N)=O	99	5	nt	5	14	nt	?	99	nt	8	nt
COc1ccccc1NC(=O)CSc1nc(N)c(-c2ccccc2)c(=O)[nH]1	100	-10	0.2	-28	11	0	101	96	2	4	10
Cc1cc(C(=O)CSc2nc3ccc(Cl)cc3[nH]2)c(C)n1C	98	-15	0.0	-25	4	-2	94	97	0	4	39

Profiles, looked up by structure. Screens in order: RGS4-Gao reg	Pf gamet viab	ABCB1 inh	Mcl1 Bid PPI	Mcl1 Noxa PPI	Bim-Mcl-1	RGS7-Gao	RGS8-Gao	ABCG2 inh	Avidin bead fluor	GSH fluor
Cc1cccc(Oc2ncc(-c3ccc(Cl)cc3)cn2)c1C is entered as 102	3	0.7	-17	-5	0	104	105	16	9	15
COc1cccc(C2/C(=C(/O)c3ccc(C)cc3)C(=O)C(=O)N2Cc2ccco2)c1 (centres undefined) is entered as 99	nt	-0.3	-86	22	-2	95	99	-1	4	12
O=C(O)C1C2C=CC(C3CC23)C1C(=O)O (centres undefined) is entered as 101	nt	0.2	-15	-13	-2	100	90	0	4	14
